PhoP inhibition – inhibitors of PhoP regulon expression, primary screen, Salmonella Typhimurium, GFP reporter (AID 1863) | S. Typhimurium PhoP-regulated promoter GFP reporter, 4 h; higher % means a stronger effect | inhibition, % at 50 µM; hits with a dose series show IC50 in µM | 0.16% of 300,000 active;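 active means inhibition over 29.93%, a cutoff 3 SD above the screen mean, later confirmed by dose response; inconclusive means inhibition over 29.93% but no dose response follow-up; inactive means inhibition at most 29.93% or unconfirmed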;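 further: 0% = low Mg2+ inducing control and 100% = high Mg2+ repressing control; strong numbers were not always called active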
MgcRacGAP inhibition – MgcRacGAP GTPase-activating activity inhibitors, confirmation, biochemical, ADP Hunter fluorescence. AID 624330. one-dose inhibition, % at 30 µM; IC50 in µM for titrated hits. MgcRacGAP-stimulated Rac1 GTP hydrolysis, ADP Hunter fluorescence; higher % means a stronger effect; GST-tagged Rac1 F28L mutant substrate. 0.6% of 340,000 active;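 active means first-screen hits whose inhibition reached a set limit at any dose in the follow-up dose series; inconclusive means inhibition above the set first-screen limit but never retested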;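 further: fluorescence reports GDP produced by GAP-driven GTP hydrolysis; strong numbers were not always called active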
RSV CPE inhibition – RSV antiviral activity via CPE protection, HEp-2 cells, primary 10 µM value included (AID 2391). HEp-2 cells, RSV-induced CPE inhibition; higher % means a stronger effect. CPE inhibition, % at 10 µM; hits with a dose series show IC50 in µM. 0.13% of 310,000 active; in the data active means a potency from the dose series; inconclusive means CPE inhibition mostly from about 23% at the one dose, without a potency; inactive means the rest, 99 in 100 with CPE inhibition below about 21%; further: strong numbers were not always called active
HIV fusion peptide – cell-free HIV fusion peptide-binding blockers – biochemical, uHTS, fluorescence dequenching, primary screen (AID 1986); one-dose inhibition, % at 20 µM; IC50 in µM for titrated hits; 0.3% of 290,000 active; cell-free peptide binding, fluorescence dequenching, 30 min; higher % means a stronger effect; in the data active means inhibition mostly above about 52%, no sharp cut-off; inactive means mostly below about 76%; further: some results filed as inactive read as strong as hits
Dengue-2 NS5 capping – Dengue-2 NS5 methyltransferase inhibitors, primary screen, biochemical, confirmation dose response (AID 588689); Dengue-2 NS5 methyltransferase capping enzyme assay, biochemical; higher % means a stronger effect; inhibition, % at 25 µM, or IC50 in µM where a hit was titrated; 0.3% of 340,000 active; in the data active means a potency from the dose series; inconclusive means inhibition above about 29% without an active follow-up result
K1F lysis inhibition – inhibition of K1F phage lysis, E. coli UTI89, bacterial capsule biogenesis inhibitors, alamar blue (AID 488966) | E. coli UTI89 K1F phage lysis, alamar blue, 2 h; higher % means a stronger effect | inhibition, % at 100 µM; hits with a dose series show IC50 in µM | 0.02% of 340,000 active;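 active means phage lysis inhibition, versus mean bacterial control, above a set limit; inconclusive means no clear call, values can overlap the other calls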;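 further: capsule biogenesis inhibitors block K1F phage lysis so surviving cells raise fluorescence; higher fluorescence means more inhibition of phage lysis; actives were called in the ten point dose series up to 300 µM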
SV40 large T antigen – SV40 large T antigen inhibitors, biochemical (AID 1903) | SV40 large T antigen ATPase/helicase inhibition assay; higher % means a stronger effect | inhibition, % at 20 µM, or IC50 in µM where a hit was titrated | 0.39% of 310,000 active; in the data active means a potency from the dose series; inconclusive means inhibition mostly from about 32% at the one dose, without a potency; inactive means the rest, 99 in 100 with inhibition below about 32%; further: strong numbers were not always called active
GPR55 antagonists – inhibition of LPI-stimulated GPR55 beta-arrestin translocation – imaging, U2OS, beta-arrestin-GFP, LPI agonist, primary screen (AID 2013) | 0.13% of 290,000 active | U2OS GPR55 beta-arrestin-GFP translocation imaging, LPI antagonism; higher % means a stronger effect | inhibition, % at 10 µM; hits with a dose series show IC50 in µM;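 active means spots per cell inhibited over 60%, with over 100 cells counted and total cytoplasm intensity under 500,000; inconclusive means wells with under 100 cells, flagged as likely toxic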;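 further: U2OS cells stably carrying GPR55 and arrestin-GFP stimulated by 5 µM LPI near EC80; imaged beta-arrestin-GFP aggregate spots per cell after agonist stimulation; plate controls were LPI-stimulated DMSO wells for no effect and DMSO wells without LPI for full effect; some results filed as inactive read as strong as hits; confirmed hits need IC50 under 10 µM and bright autofluorescent wells are also inconclusive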
GPR35 arrestin U2OS – inhibition of zaprinast-stimulated GPR35 beta-arrestin translocation – imaging, U2OS, beta-arrestin-GFP, zaprinast agonist, primary screen (AID 2058); 0.052% of 290,000 active; U2OS GPR35 beta-arrestin-GFP translocation imaging, zaprinast antagonism; higher % means a stronger effect; inhibition, % at 10 µM; hits with a dose series show IC50 in µM;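 active means inhibition of at least 50% with at least 30 cells and total cytoplasm GFP at most 10,000,000; inconclusive means under 30 cells or total GFP of 10,000,000 plus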
Dengue-2 NS5 capping pilot replicate – recorded beside Dengue-2 NS5 capping, whose call it bears; inhibition, %; measured here: pilot screen replicate inhibition
An asterisk follows results filed as active; ? = inconclusive; · = not tested or not shown; & = joins results of further samples; [ ] = dose if it differs, or a comment.

SMILES	PhoP inhibition	MgcRacGAP inhibition	RSV CPE inhibition	HIV fusion peptide	Dengue-2 NS5 capping	K1F lysis inhibition	SV40 large T antigen	GPR55 antagonists	GPR35 arrestin U2OS	others
Cc1ccc(/C=C2/SC(=Nc3ccc(F)cc3)NC2=O)s1	-3.8%	12.2%	0.4%	14.5%	18.5%	0.2%	23.9%	-3.3%	14.9%
COc1ccc(NC(=S)Nc2nc(CC(=O)Nc3ccccc3OC)cs2)cc1	4.7%	6.5%	1.0%	-0.2%	-5.1%	-0.1%	5.3%	2.9%	26.5%
S=C(NCc1ccccn1)Nc1ccccc1Cl	7.0%	6.2%	1.1%	1.2%	-0.7%	4.1%	8.2%	4.0%	-8.4%
COc1ccc(CC(=O)NCc2nnc(SCC(=O)Nc3ccccc3)n2C)cc1	-5.0%	7.6%	0.2%	0.6%	1.8%	0.0%	3.2%	-7.8%	-11.0%
CCn1cc(C(=O)NCCCN(C)c2ccccc2)c(=O)c2cc(S(=O)(=O)N(C)C)ccc21	-6.0%	5.3%	1.9%	-0.6%	0.0%	1.9%	6.0%	-3.7%	9.1%
O=C(/C=C/c1ccc(F)cc1)NC(=S)NNC(=O)c1cnccn1	·	8.1%	·	-0.9%	-0.8%	1.1%	12.8%	-8.5%	-10.7%
Cc1ccc(C(=O)Oc2ccc(C(=O)COC(=O)C3CC(=O)N(Cc4ccco4)C3)cc2)cc1 (centres undefined)	-4.1%	-2.3%	1.5%	2.8%	1.6%	0.1%	8.3%	-9.6%	3.4%
CN(C)c1ccc(-c2nnn(CC(=O)NCc3ccc4c(c3)OCO4)n2)cc1	-1.0%	3.6%	2.2%	1.2%	0.8%	-0.7%	6.6%	-2.3%	0.6%
CCCCn1nc(C(=O)Oc2ccc3c(C)cc(=O)oc3c2)c2ccccc2c1=O	-1.1%	8.9%	2.6%	2.1%	-1.0%	4.0%[50 µM]	31.3%	8.2%	13.5%
O=[N+]([O-])c1ccccc1S(=O)(=O)NCCSCc1ccco1	·	5.9%	2.2%	·	-4.4%	0.6%[50 µM]	·	·	·
COc1cc(/C=C(\C#N)C(=O)Nc2ccc(C(=O)O)cc2)ccc1OC(=O)c1cccc(F)c1	-6.1%	10.6%	1.2%	20.5%	-17.1%	0.7%	10.7%	13.3%	-10.0%	Dengue-2 NS5 capping pilot replicate=-3.0
COc1ccc(OCC(O)CN(CC(O)COc2ccc(OC)cc2)c2cccc(O)c2)cc1 (centres undefined)	11.2%	15.0%	0.7%	-2.8%	1.8%	-0.4%	-4.8%	-19.0%	6.5%
COc1ccc(-c2nnc(SCC#CCO)o2)cc1OC	-9.0%	3.7%	0.3%	0.5%	-12.9%	0.9%	7.7%	-1.2%	9.0%
O=S(=O)(/N=C(/c1ccccc1)N1CCCCC1)c1ccccc1	4.5%	6.0%	1.4%	-0.2%	3.8%	1.4%[50 µM]	9.9%	-3.0%	5.3%
NC12CCc3c(no[n+]3[O-])C1(O)CC(c1ccccc1)=[N+]2[O-] (centres undefined)	-4.7%	-2.8%	-1.5%	-1.0%	-0.7%	5.7%	5.0%	-12.1%	26.2%
CC(=O)N1CCN(CC(=O)Nc2ccc(Cl)c(S(=O)(=O)N(C)C)c2)CC1	1.5%	0.4%	0.7%	2.8%	-3.6%	2.8%	16.0%	8.6%	-8.2%
CCOC(=O)N1CCN(CCC(=O)Nc2cccc(Br)c2)CC1	-0.9%&4.8%	6.9%&4.1%	2.0%&4.3%	1.1%&-1.4%	-1.3%&-11.6%	0.1%&0.2%	6.2%&13.3%	5.2%&-0.8%	14.4%&-2.8%
Cc1cc(=O)oc2cc(NC(=O)Cc3ccccc3)ccc12	1.2%	4.0%	1.2%	0.8%	1.8%	0.3%	9.1%	3.8%	1.1%
O=C(CN1CCC(c2nc3ccccc3s2)CC1)NCc1cccs1	1.0%	4.4%	1.1%	-1.7%	0.0%	2.1%	2.3%	-15.1%	-3.9%
S=c1[nH]nc(-c2cc(-c3ccccc3)n[nH]2)n1/N=C/c1ccc(Cl)c(Cl)c1	-2.8%	15.5%	·	2.9%	0.0%	0.2%	14.4%	5.7%	2.1%
COc1ccccc1-c1nnc(N(C)C(=O)C2CCCO2)s1 (centres undefined)	2.8%	3.1%	0.4%	-0.1%	-2.4%	2.4%	12.8%	2.4%	-3.5%
CCOC(=O)c1sc2nc3c(SCC(=O)O)cc(C(=O)c4cc(F)ccc4O)cn3c(=O)c2c1C	-12.6%	10.3%	4.5%	18.2%	-1.3%	0.0%	5.1%	12.2%	4.9%
Cc1cc(C(=O)COC(=O)c2ccc[nH]c2=O)c(C)n1C	-15.8%	8.3%	1.5%	8.9%	-8.4%	0.1%	18.7%	5.9%	15.8%
CN(CC(=O)Nc1cccc(F)c1)C(=O)CCSc1ccc(F)cc1	10.6%	1.8%	15.3%	·	-2.9%	0.5%[50 µM]	11.1%	·	·
CCCS(=O)(=O)c1nc(S(=O)(=O)c2ccc(C)cc2)c(NCc2ccccn2)s1	-0.1%	4.1%	-0.7%	0.1%	-12.7%	-0.3%	6.4%	-0.7%	4.0%
Next entries:
SMILES	PhoP inhibition	MgcRacGAP inhibition	RSV CPE inhibition	HIV fusion peptide	Dengue-2 NS5 capping	K1F lysis inhibition	SV40 large T antigen	GPR55 antagonists	GPR35 arrestin U2OS	others
COC(=O)c1cccnc1NC(=S)NC(C)C	-2.8%	8.7%	0.0%	-1.3%	0.8%	0.5%	5.6%	3.3%	-0.9%
CCOC(=O)c1cc2sc(C)cc2n1CC(=O)N1CCOCC1	3.8%	2.0%	0.4%	-0.5%	-1.0%	1.6%	14.5%	1.6%	-2.0%
COc1cc(C(=O)NC(C)c2ccc3ccccc3c2)cc(Cl)c1O (centres undefined)	0.3%	14.9%	12.7%	1.9%	-6.5%	-0.2%	12.4%	-0.3%	10.6%
O=C(Nc1sc2c(c1C(=O)O)CCCC2)c1ccc(Cl)cc1	-1.4%	31.8%	11.6%	32.8%	12.3%	-3.3%	14.7%	-17.8%	1.0%
Cc1cc(=O)oc2cc(OC(C)C(=O)NCc3ccccn3)ccc12 (centres undefined)	4.5%	-4.9%	2.2%	-1.0%	-5.4%	-0.4%	-1.7%	-8.6%	28.0%
Cc1ccc(S(=O)(=O)N2CCN(c3ncnc4scc(-c5ccc(F)cc5)c34)CC2)cc1	9.0%	2.5%	1.5%	·	-5.8%	0.1%[50 µM]	6.3%	·	·
C[C@H](C(=O)CC(=O)OC(C)(C)C)[C@H](O)c1ccc(C(F)(F)F)cc1	-2.1%	7.1%	-0.7%	3.9%	-3.2%	0.1%	21.9%	0.2%	5.5%
COc1cc(C2C3=C(CC(C)(C)CC3=O)NC3=C2C(=O)c2ccccc23)ccc1O (centres undefined)	1.9%	7.0%	1.9%	-6.0%	-3.8%	-0.1%	13.2%	20.2%	14.8%
COC(=O)c1cc(C(=O)CSc2nc(C)cc(C)n2)ccc1O	16.7%	12.8%	2.7%	6.7%	2.7%	0.7%	4.4%	-19.7%	22.5%
O=C(NCc1ccco1)C(Cc1ccccc1)N1C(=O)c2ccccc2C1=O (centres undefined)	-5.8%	0.5%	0.7%	4.3%	6.1%	0.9%	-5.1%	-6.7%	2.0%
CSCCC1NC2(C(=O)Nc3c2ccc(Cl)c3C)[C@@H]2C(=O)N(C3CCCC3)C(=O)[C@H]12 (some centres undefined)	10.8%	6.4%	6.0%	-0.6%	10.7%	0.6%	5.2%	1.6%	-11.0%	Dengue-2 NS5 capping pilot replicate=-0.9
CCCCNC(=O)COC(=O)CCC(=O)c1ccc(F)cc1	10.9%	6.1%	0.8%	1.2%	-5.3%	0.9%	3.6%	2.4%	-2.1%
COC(=O)[C@H](CCSC)NC(=O)Nc1ccc(S(N)(=O)=O)cc1	-3.5%	2.8%	-1.2%	-0.5%	-5.3%	1.8%[50 µM]	10.7%	9.4%	-8.7%
COc1ccccc1N1CCN(C(=O)c2ccc(NC3=NC4CS(=O)(=O)CC4S3)cc2)CC1 (centres undefined)	·	8.3%	-0.3%	-0.1%	-4.2%	0.2%	7.8%	3.4%	4.3%
O=C(CCCn1c(=O)[nH]c2ccccc2c1=O)Nc1ccc(F)cc1	-2.2%	6.4%	1.2%	-1.5%	-2.3%	0.6%	7.9%	20.1%	8.4%
CCOc1ccc(N(CC(=O)NCCOc2ccc(C)cc2)S(=O)(=O)c2ccccc2)cc1	-0.1%	6.2%	1.0%	2.4%	2.2%	0.0%	9.6%	-0.8%	6.0%
CC1CCCN(C(=O)c2cccc(S(=O)(=O)Nc3cc(C(F)(F)F)ccc3Cl)c2)C1 (centres undefined)	3.4%	1.8%	0.4%	18.6%	5.8%	-0.6%	9.4%	2.7%	27.0%
O=C(NNC(=O)c1ccccc1OCc1ccccc1Cl)c1csc(N2CCOCC2)n1	7.2%	11.9%	0.6%	-1.9%	1.3%	0.8%	1.1%	11.9%	-4.9%
c1ccc(OCCOCCSc2ncccn2)cc1	7.1%	11.0%	3.6%	-0.8%	-4.8%	0.2%	3.7%	-10.0%	7.0%
COc1ccc(CN(C)C(=O)c2ccccc2OCc2c(C)noc2C)c(OC)c1	·	8.2%	-0.8%	·	-5.5%	0.2%[50 µM]	·	·	·
CCCCCCN(C(=O)CCCCCN1C(=O)NC(c2ccc(-c3ccccc3)cc2)C(C(=O)OCc2ccccc2)=C1C)C(C(=O)NCCCC)c1ccc(OCC(=O)OC)c(C(=O)OC)c1 (centres undefined)	-0.4%	·	-1.3%	-0.5%	·	·	-4.3%	3.3%	-7.2%
COc1ccc2c(CC(=O)Nc3ccccc3OC)coc2c1	-5.5%	7.4%	5.6%	-2.1%	-5.4%	-0.4%	20.2%	8.3%	-3.3%
Nc1[nH]c(N=NC(=O)c2ccccc2)c2ccccc12	2.6%	4.2%	0.3%	-1.8%	-0.7%	1.4%[50 µM]	4.7%	-6.5%	-5.6%
O=C(N/N=C/c1ccc(Cl)cc1Cl)C1CCN(c2ncc(C(F)(F)F)cc2Cl)CC1	-13.6%	·	·	-2.0%	·	·	2.2%	-12.3%	-0.5%
Cc1ccccc1NC(=S)NNC(=O)c1csc2c1CCC(C)C2 (centres undefined)	-3.1%	3.4%	8.6%	-0.7%	-1.6%	?	1.0%	0.9%	-4.1%
CCOc1ccc(CNCCCSc2ncccn2)cc1OC	-1.2%	0.4%	0.8%	0.0%	0.0%	3.4%	9.7%	7.6%	18.3%
CC(=O)c1ccc(OC(=O)c2ccc(Br)o2)cc1	0.8%	4.7%	1.3%	2.8%	-4.0%	0.7%	6.3%	-2.4%	4.0%
Cc1ccc(S(=O)(=O)N2CCC(=O)N(CCO)CC2)cc1	3.2%	7.2%	-0.2%	2.2%	-3.6%	1.5%	7.6%	-1.5%	4.7%

Screens deposited in PubChem by several laboratories.
